# M. tuberculosis HTS – M. tuberculosis growth inhibition, HTS (AID 449762); 0.59% of 330,000 active; inhibition, % at 25 µM, or IC50 in µM where a hit was titrated; M. tuberculosis H37Rv growth inhibition, 7H9 media; higher % means a stronger effect; in the data active means a potency from the dose series; inconclusive means inhibition above about 70% without an active follow-up result;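 further: bacterial growth assessed after seven days of incubation; strong numbers were not always called active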
# influenza NS1A – NS1A inhibition, H1N1 influenza, cell based functional assay (AID 504329); NS1A functional cell-based assay, percent inhibition; higher % means a stronger effect; inhibition, % at 12.5 µM, or IC50 in µM where a hit was titrated; 0.3% of 340,000 active; in the data active means a potency from the dose series; inconclusive means inhibition above about 27% without an active follow-up result; further: strong numbers were not always called active
# tuberculosis growth – growth inhibition of non-replicating M. tuberculosis (AID 488890) | 0.39% of 320,000 active | Mycobacterium tuberculosis non-replicating, growth inhibition; higher % means a stronger effect | inhibition, % at 25 µM; hits with a dose series show IC50 in µM; in the data active means a potency from the dose series; inconclusive means inhibition mostly from about 82% at the one dose, without a potency; inactive means the rest, 99 in 100 with inhibition below about 76%;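 further: plate controls were DMSO cells for no effect and high antibiotic wells for full effect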
# Salmonella PhoP GFP – Inhibition of PhoP regulon, Salmonella typhi GFP reporter cells, confirmation, 4 h (AID 1850). 0.33% of 310,000 active. Salmonella Typhi PhoP-promoter GFP reporter, fluorescence, 4 h; higher % means a stronger effect. one-dose inhibition, % at 50 µM; IC50 in µM for titrated hits; in the data active means a potency from the dose series; inconclusive means inhibition mostly from about 25% at the one dose, without a potency; inactive means the rest, 99 in 100 with inhibition below about 19%;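 further: 0% = induced wells with vehicle and 100% = uninduced wells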
# VEEV TC-83 Vero – inhibitors of VEEV TC-83 cytopathic effect, confirmation, Vero cells (AID 588727). Vero cells, VEEV TC-83 cytopathic effect inhibition; higher % means a stronger effect. inhibition, % at 20 µM, or IC50 in µM where a hit was titrated. 0.13% of 350,000 active; in the data active means a potency from the dose series; inconclusive means inhibition mostly from about 14% at the one dose, without a potency; inactive means the rest, 99 in 100 with inhibition below about 12%; further: strong numbers were not always called active
# VEEV TC-83 Vero 10K pilot screen – second read-out of VEEV TC-83 Vero, no call of its own (marks repeat the call); inhibition, %; measured here: 10K pilot screen inhibition
# Active calls of the source: *; i = inactive; ? = inconclusive; / = not tested or not shown.
SMILES,M. tuberculosis HTS,influenza NS1A,tuberculosis growth,Salmonella PhoP GFP,VEEV TC-83 Vero,others
COc1ccc(CCNC(=O)CSCc2c(F)cccc2Cl)cc1OC,4%,-8%,1%,-7%,0.7%,
CCOC(=O)C(C)Oc1cccc2c(=O)n(CC(=O)N3CCN(C(=O)OCC)CC3)ccc12 (centres undefined),-4%,5%,7%,3%,0.0%,VEEV TC-83 Vero 10K pilot screen=2.2
Clc1ccc(N/N=C/c2cccnc2)cc1,?,0%,60%,-9%,5.8%,
O=C(O)CCCCCNS(=O)(=O)/C=C/c1ccccc1,0%,-3%,1%,-4%,i,
O=C(N/C=C/c1ccco1)Nc1cccc(Cl)c1,46%,/,53%,9%,2.0%,
COc1ccc(NS(=O)(=O)c2cccc(C(=O)N3CCCC3)c2)cc1,-1%,5%,1%,-3%,0.7%,
COc1ccc(S(=O)(=O)Nc2ccccc2C(=O)NC(C)C)cc1OC,-5%,1%,3%,-1%,1.7%,
COc1ccc(N2CCN(c3ccc(NC(=O)C4CCCCC4)cc3C#N)CC2)cc1,7%,12%,0%,0%,0.8%,
CC(C)Cc1nnc(NC(=O)c2cc([N+](=O)[O-])ccc2N2CCOCC2)s1,-9%,1%,28%,-7%,5.8%,
COc1ccc(OC)c(NC(=O)CSc2nnc(-c3cnccn3)n2C)c1,-4%,-4%,0%,5%,1.7%,
Oc1ccccc1-c1cc(-c2ccccc2)n[nH]1,6%,5%,-8%,/,3.0%,
C[N+](C)(C)CC1CCCC(C[N+](C)(C)C)C1=O (centres undefined),/,-17%,/,/,?,
O=[N+]([O-])c1ccccc1/C=N\N1CCN(Cc2ccccc2Cl)CC1,0%,-11%,17%,-6%,0.6%,
CCN(CC(=O)Nc1ccccc1C(F)(F)F)C(=O)c1cc(S(=O)(=O)N2CCCCCC2)ccc1OC,-3%,-9%,8%,-2%,8.7%,
O=C(CC12CC3CC(CC(C3)C1)C2)NC1CC1,-5%,-3%,9%,8%,0.8%,
CCN(C(=O)c1cc2cc(OC)ccc2oc1=O)c1ccccc1,-3%,13%,-7%,-1%,2.8%,
CCC(C(=O)OCC(=O)N(CC)c1c(N)n(Cc2ccccc2)c(=O)[nH]c1=O)c1ccccc1 (centres undefined),3%,6%,13%,/,i,
C=CC[C@H](CC(=O)N(CCO)Cc1ccccc1)C(=O)N[C@H](COC(=O)[C@@H](CC=C)CC(=O)OC(C)(C)C)Cc1ccccc1,5%,-11%,22%,/,6.8%,
O=C(O)CSc1nc2ccccc2o1,1%,-1%,-4%,1%,i,VEEV TC-83 Vero 10K pilot screen=0.8
O=C(Cn1nnc(-c2ccccc2Cl)n1)NCc1ccc2c(c1)OCO2,1%,-6%,-1%,2%,i,
Cc1cc(=O)n2nc(N3CCC(C(=O)N4CCN(C)CC4)CC3)sc2n1,-4%,7%,-2%,6%,0.7%,
CNC(=O)c1c(NC(NC(=O)c2ccco2)C(=O)c2ccc(Cl)cc2)sc2c1CCCC2 (centres undefined),6%,-6%,10%,5%,1.1%,
CC12CCC(=O)N1C(C(=O)NCCN1C(=O)S/C(=C\c3ccc(F)cc3)C1=O)CS2 (centres undefined),4%,-15%,12%,-1%,7.8%,
CCOC(=O)C(Cc1ccc(O)c([N+](=O)[O-])c1)N1C(=O)c2ccccc2C1=O (centres undefined),/,9%,/,/,8.5%,
CN(C)CC#CCn1c2ccccc2c2ccccc21,2%,/,-8%,-4%,5.5%,
Cc1cc(C)n(-c2nc3nonc3nc2-n2nc(C)cc2C)n1,9%,-9%,1%,1%,1.2%,
CCC(=O)Nc1ccc(-c2csc(C)n2)cc1,45%,24%,-6%,-5%,0.1%,
CCCN(C(=O)c1ccc([N+](=O)[O-])c(C)c1)c1c(N)n(Cc2ccccc2)c(=O)[nH]c1=O,5%,-9%,26%,/,0.6%,
Cn1c(SCC(=O)NC(=O)NCc2ccco2)nnc1-c1ccccc1,3%,-77%,36%,-14%,0.5%,
CCn1cc(C(=O)NCc2ccco2)c(=O)c2cc(F)c(N3CCN(C(=O)c4ccco4)CC3)cc21,?,3%,30%,8%,9.9%,
Cc1cccc(NC(=S)NC(=O)c2oc3ccccc3c2C)n1,2%,4%,4%,3%,0.2%,
O=C(COC(=O)CCc1ccc(S(=O)(=O)N2CCOCC2)cc1)Nc1ccc(Cl)cn1,-8%,0%,15%,2%,5.5%,
Brc1ccccc1C1CC(c2ccccc2)=Nc2ccccc2N1 (centres undefined),6%,8%,72%,-2%,1.9%,
COc1cccc(C2=NN(C(=O)c3ccccc3)C(O)(C(F)(F)F)C2)c1 (centres undefined),5%,-2%,75%,-9%,2.4%,
CCc1noc(C)c1C(=O)Nc1nnc(C2CCCCC2)s1,9%,/,11%,-12%,/,
CC(C)Cc1cc(CNC(=O)C2CCC(=O)N(Cc3cccc(C(F)(F)F)c3)C2)on1 (centres undefined),-12%,-5%,-11%,-4%,3.5%,
O=C(c1cc2ccccc2o1)N1CCCC1,-4%,7%,55%,9%,1.2%,
Cc1ccc(C)c(N(C(=O)c2snc(C(N)=O)c2N)C(C(=O)NCC2CCCO2)c2cccs2)c1 (centres undefined),4%,1%,29%,-3%,7.1%,
C=CCn1c(CCc2ccccc2)nnc1SCC(N)=O,0%,1%,-9%,-8%,0.2%,
Cn1c(=O)c2c(O)cc(=O)n(-c3ccccc3)c2n(C)c1=O,-7%,12%,0%,10%,i,
CN1CCN(C(=O)CCn2nc(-c3ccccc3)c3ccccc3c2=O)CC1,8%,-19%,39%,0%,1.0%,
CCN1C(=O)N[C@@H](c2ccco2)C(C(=O)OC)=C1C,-7%,1%,13%,-3%,2.2%,VEEV TC-83 Vero 10K pilot screen=1.1
COC(=O)c1sc(NC(=O)CSc2nc3cccnc3n2C2CCCCC2)nc1C,-7%,-2%,31%,-5%,4.0%,VEEV TC-83 Vero 10K pilot screen=4.6
O=C(NC1CC2CCCC(C1)N2C(=O)Nc1ccc(F)cc1)c1ccccc1 (centres undefined),15%,-14%,-14%,-28%,0.2%,
CC1(C)CC(=O)C=C(C(=O)N2CCCC(C(=O)c3cccc(C(F)(F)F)c3)C2)O1 (centres undefined),5%,-13%,6%,-4%,i,
O=C(CSc1nnnn1C1CCCCC1)Nc1ccc2c(c1)OCO2,-5%,-6%,13%,15%,0.5%,
COc1c(C=O)c(CCN(C)C(=O)c2ccc(F)cc2)cc2c1OCO2,5%,0%,4%,-6%,0.2%,
Cc1ccc(S(=O)(=O)N2CCOCC2)cc1C(=O)NC1CCCCC1,-6%,-25%,4%,-5%,4.5%,
COc1ccc(-c2nc(SC(C)C(=O)c3c(N)n(C)c(=O)n(C)c3=O)n[nH]2)cc1 (centres undefined),-7%,-13%,-15%,/,8.8%,
CCCn1c(SCC(=O)Nc2cc(S(=O)(=O)N3CCCCC3)ccc2C)n[nH]c1=O,5%,-11%,3%,/,0.4%,
Cc1ccc(-c2cn(-c3ccccc3)c(SCC(=O)NC3CCS(=O)(=O)C3)n2)cc1C (centres undefined),-2%,6%,19%,2%,7.8%,
O=C1CCC(CCc2nc3ccccc3[nH]2)(c2ccccc2)C(=O)N1 (centres undefined),/,-23%,/,/,0.2%,
Fc1ccc(-n2c(Cc3cccs3)n[nH]c2=S)cc1Cl,7%,-8%,-4%,-5%,1.5%,
Cc1ccnc(NS(=O)(=O)c2ccc(NC(=O)c3ccc(Br)o3)cc2)n1,3%,-8%,11%,8%,i,
CC(=O)c1cccc(NC(=O)CN2C(=O)COc3ccc(Cl)cc32)c1,-13%,8%,16%,0%,i,
CCOP(=O)(OCC)C(C)(C)NC(=O)c1cc([N+](=O)[O-])cc([N+](=O)[O-])c1,-15%,22%,-23%,-3%,1.8%,
N#Cc1nc(-c2ccco2)oc1N1CCC(Cc2ccccc2)CC1,2%,8%,36%,-4%,i,
O=C(CN1C(=O)CSc2ccccc21)N/N=C/c1ccco1,1%,3%,13%,-6%,0.1%,
O=C(Nc1cc(C(F)(F)F)ccc1N1CCCC1)C1=COCCO1,-1%,0%,-9%,4%,2.5%,
O=C(c1ccccc1F)N1CCC2(CC1)OCCO2,4%,23%,-3%,1%,0.3%,

# The results go on:
SMILES,M. tuberculosis HTS,influenza NS1A,tuberculosis growth,Salmonella PhoP GFP,VEEV TC-83 Vero,others
CCOc1ccc(C2/C(=C(/O)c3ccc(OC)cc3)C(=O)C(=O)N2c2cc(C)on2)cc1OC (centres undefined),-2%,3%,-2%,10%,i,
COc1ccc(-n2c(SCC(=O)N3CCOCC3)nc(O)c(Cc3ccccc3)c2=O)cc1,-1%,1%,-7%,-15%,2.2%,
CC(=O)c1c(COC(=O)c2ccccc2Cl)nc2ccccc2[n+]1[O-],-8%,3%,8%,12%,0.4%,
Nc1nonc1C(=O)NCCNCc1ccccc1OCc1ccc(F)cc1,-2%,2%,16%,4%,i,
N#Cc1sc2nc(-c3ccccc3)cc(C(F)(F)F)c2c1N,/,-9%,/,/,0.1%,
Cn1c(=O)c(Cc2ccccc2)c(O)c2ccccc21,-3%,24%,8%,-8%,1.4%,
O=C(O)CN1C(=O)/C(=C\c2cn(-c3ccccc3)nc2-c2ccccc2)SC1=S,1%,10%,5%,-3%,i,
COc1ccc(NC(=O)C2C3CCC(O3)C2C(=O)O)cc1OC (centres undefined),-2%,-2%,-21%,0%,0.3%,
O=C(Nc1ccccc1)/C(=C\c1cccs1)NC(=O)c1ccccc1,-2%,18%,2%,-10%,1.1%,
CCN1CCOC(CC(=O)Nc2ccc([N+](=O)[O-])cc2)C1=O (centres undefined),-2%,-1%,13%,1%,i,
CCc1ccc(CNC(=O)CCC(=O)N2Cc3cccc(OC)c3Oc3ncccc32)cc1,9%,-4%,10%,-18%,0.9%,
CCOc1cc(/C=C2\SC(=S)N(N3CCOCC3)C2=O)ccc1O,-1%,-17%,-4%,-2%,6.4%,
CCOC(=O)N1CCN(/C=C(\C#N)c2nc3ccccc3s2)CC1,-17%,2%,14%,-4%,1.2%,
O=C(COC(=O)/C=C/c1cccc(Br)c1)NCCC1=CCCCC1,14%,-3%,67%,-12%,0.8%,
COc1cc(CNCc2ccccn2)ccc1OCc1ccccc1Cl,48%,5%,?,2%,i,
CC1CC(C)CN(c2ccc(-n3cnnn3)cc2[N+](=O)[O-])C1 (centres undefined),-9%,16%,3%,-2%,1.0%,
CCOC(=O)c1c(S(=O)(=O)NCc2ccc(C)o2)c(C)n(C)c1C,4%,2%,7%,-22%,i,
Cc1ccc2c(c1)N(C(=O)CCC(=O)NCCCN1CC(C)CC(C)C1)CCO2 (centres undefined),5%,-1%,-8%,4%,0.7%,
Cc1ccc2c(CSc3nc4ccccc4c(=O)n3CCCO)cc(=O)oc2c1C,20%,2%,-7%,20%,8.7%,
CC(NC(=O)COC(=O)c1cc(=O)[nH]c2ccccc12)c1ccccc1 (centres undefined),3%,3%,-6%,1%,0.4%,

# Next section, starting with the last six of the part before.
SMILES,M. tuberculosis HTS,influenza NS1A,tuberculosis growth,Salmonella PhoP GFP,VEEV TC-83 Vero,others
COc1cc(CNCc2ccccn2)ccc1OCc1ccccc1Cl,48%,5%,?,2%,i,
CC1CC(C)CN(c2ccc(-n3cnnn3)cc2[N+](=O)[O-])C1 (centres undefined),-9%,16%,3%,-2%,1.0%,
CCOC(=O)c1c(S(=O)(=O)NCc2ccc(C)o2)c(C)n(C)c1C,4%,2%,7%,-22%,i,
Cc1ccc2c(c1)N(C(=O)CCC(=O)NCCCN1CC(C)CC(C)C1)CCO2 (centres undefined),5%,-1%,-8%,4%,0.7%,
Cc1ccc2c(CSc3nc4ccccc4c(=O)n3CCCO)cc(=O)oc2c1C,20%,2%,-7%,20%,8.7%,
CC(NC(=O)COC(=O)c1cc(=O)[nH]c2ccccc12)c1ccccc1 (centres undefined),3%,3%,-6%,1%,0.4%,
Cc1occc1-c1nnc(SCC(=O)NC2CCCC2)n1-c1ccccc1,-11%,3%,-11%,-5%,2.7%,
CC(C)(C)C1CCC2(CC1)C(C#N)=C(SCC(=O)NC1CCCCC1)NC(=O)C2C#N (centres undefined),2%,21%,37%,-13%,1.6%,
CCCCNC(=O)c1ccccc1SCC(=O)NC1CCCCCCC1,-9%,-2%,26%,/,6.1%,
Cn1c(SCC(=O)Nc2ccc(F)cc2F)nnc1-c1cccnc1,-5%,1%,5%,4%,i,

# Source: PubChem BioAssay (Southern Research Specialized Biocontainment Screening Center)
